Bioassay records: PubChem BioAssay, National Center for Advancing Translational Sciences (NCATS)
POLH inh: DNA polymerase eta (human) inhibition | recombinant Pol eta, fluorescent DNA replication assay | Potency, µM (top dose mostly 114 µM), for inactives: at the highest dose activity change, negative = inhibition, usual class: inhibitors | hit rate 1.2% among 390,000; further: on the % scale 0 is the no-effect control and ±100 the full control effect
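Pol eta at 10 nM preincubated with compounds 15 min at room temperature; reaction started with fluorescent substrate (50 nM final) and read kinetically at 0 and 10 min.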
BAZ2B block: BAZ2B (human) inhibition; Q9UIF8; Potency, µM (doses to about 114 µM), inactives show at the highest dose activity change, negative = inhibition, usual class: inhibitors; AlphaScreen BAZ2B-H3K14Ac peptide displacement; hit rate 4.4% among 360,000; AID 504333; further: on the % scale 0 is the no-effect control and ±100 the full control effect; nearly all actives have a fitted effect of over 60% in size
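AlphaScreen luminescence quantifies BAZ2B engagement of H3K14Ac peptide; the protein and biotinylated peptide are both at 50 nM final, buffer PBS pH 7.4 with 0.01% Tween-20, all steps at room temperature.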
POLI inh: DNA polymerase iota (human) inhibition | AID 588590 | hit rate 1% among 390,000 | Potency, µM (highest dose often 115 µM), for the others: at the highest dose activity, negative = inhibition, usual class: inhibitors | Pol iota fluorescent replication assay, 10 min | Q9UNA4
Target sequence (Q9UNA4 whole entry, looked up): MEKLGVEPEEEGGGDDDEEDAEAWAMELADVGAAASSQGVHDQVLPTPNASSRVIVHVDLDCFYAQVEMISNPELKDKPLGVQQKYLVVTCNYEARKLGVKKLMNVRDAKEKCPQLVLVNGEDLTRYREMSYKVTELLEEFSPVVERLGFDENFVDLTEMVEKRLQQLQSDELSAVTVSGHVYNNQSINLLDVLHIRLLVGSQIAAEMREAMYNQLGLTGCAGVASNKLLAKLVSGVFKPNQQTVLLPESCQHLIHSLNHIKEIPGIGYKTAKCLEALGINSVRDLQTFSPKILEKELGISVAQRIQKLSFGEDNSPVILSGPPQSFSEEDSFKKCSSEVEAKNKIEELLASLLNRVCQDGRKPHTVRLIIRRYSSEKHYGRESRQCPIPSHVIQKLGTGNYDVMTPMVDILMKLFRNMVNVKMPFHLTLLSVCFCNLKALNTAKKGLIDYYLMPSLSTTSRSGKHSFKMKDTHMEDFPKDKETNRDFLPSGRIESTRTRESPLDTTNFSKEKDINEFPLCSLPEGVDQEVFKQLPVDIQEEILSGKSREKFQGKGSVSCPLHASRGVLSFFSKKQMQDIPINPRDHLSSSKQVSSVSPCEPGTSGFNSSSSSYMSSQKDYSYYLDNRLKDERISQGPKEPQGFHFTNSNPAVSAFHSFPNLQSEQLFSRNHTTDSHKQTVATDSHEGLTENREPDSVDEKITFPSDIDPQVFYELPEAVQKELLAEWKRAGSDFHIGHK
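Fluorescent replication assay read twice, at 0 min and 10 min after adding 50 nM (final) substrate. Enzyme (10 nM) and compounds were first incubated 15 min at room temperature; enzyme-free buffer wells were negative controls.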
BLM inh: Bloom syndrome helicase (human) inhibition | P54132 | recombinant BLM DNA unwinding, fluorescence dequenching | Potency, µM (top dose mostly 56.1 µM), inactives show at the highest dose activity change, negative = inhibition, hits mostly inhibitors | hit rate 0.2% among 350,000;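 further: plate controls were vehicle for no effect and no enzyme for full effect; nearly all actives have a fitted effect of over 35% in size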
APEX1 inh: blocks human APE1 abasic DNA cleavage; AID 2517; Potency, µM (titrated, usually from 65.8 µM), without a hit: top-dose activity change, negative = inhibition, usual class: inhibitors; hit rate 0.35% among 350,000; recombinant APE1, TAMRA/BHQ-2 abasic DNA cleavage fluorescence;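 further: plate controls were vehicle for no effect and reference inhibitor for full effect; nearly all actives have a fitted effect of over 55% in size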
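Substrate: short duplex with […] THF abasic site, 5'-TAMRA and 3'-BHQ-2, 50 nM final. APE1 at 0.75 nM, preincubated 15 min RT with compound. Fluorescence increase from first to third read measured activity.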
Pol beta inh: inhibitors of human DNA polymerase beta; P06746; Pol beta primer extension/strand displacement, fluorescence kinetic; Potency, µM (top dose mostly 114 µM), for the others: top-dose activity change, negative = inhibition, most hits filed as inhibitors; hit rate 1.3% among 340,000; AID 485314; further: on the % scale 0 is the no-effect control and ±100 the full control effect
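Human Pol beta at 10 nM; strand-displacement substrate 50 nM final. Compound exposure 15 min at room temperature before start, reaction 10 min at room temperature.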
Pol kappa inh: DNA polymerase kappa (human) inhibition. purified Pol kappa, fluorescent DNA synthesis assay, 10 min. Potency, µM (titrated, usually from 107 µM), for the others: at the highest dose activity, negative = inhibition, usual class: inhibitors. hit rate 0.53% among 400,000; further: on the % scale 0 is the no-effect control and ±100 the full control effect
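Readout: fluorescence, taken kinetically at 0 and 10 min. Conditions: 10 nM Pol kappa, 15 min RT compound preincubation, 50 nM substrate final. Controls: enzyme-free buffer wells.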
G9a inh: blocks human histone lysine methyltransferase G9a. G9a H3K9 monomethylation, AlphaScreen, 2 h. Potency, µM (doses to about 102 µM), for the others: at the top dose activity, negative = inhibition, usual class: inhibitors. hit rate 8.8% among 350,000. AID 504332; further: on the % scale 0 is the no-effect control and ±100 the full control effect; nearly all actives have a fitted effect of over 75% in size
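Signal arises when biotinylated H3K9 peptide, once monomethylated, bridges streptavidin donor and antibody-captured acceptor beads. Enzyme at 20 nM was preincubated 15 min with test compounds; peptide 500 nM and SAM 20 uM then reacted for 2 h.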
Anesthetic bind: candidate novel general anesthetic via apoferritin binding; P02791; apoferritin/1-aminoanthracene competitive binding, fluorescence; Potency, µM (series often up to 77.5 µM), without a hit: at the top dose activity change, negative = displacement, actives largely listed as inhibitors; hit rate 0.074% among 350,000; AID 485281; further: on the % scale 0 is the no-effect control and ±100 the full control effect; nearly all actives have a fitted effect of over 20% in size
Target sequence (P02791 2-175 limits assumed): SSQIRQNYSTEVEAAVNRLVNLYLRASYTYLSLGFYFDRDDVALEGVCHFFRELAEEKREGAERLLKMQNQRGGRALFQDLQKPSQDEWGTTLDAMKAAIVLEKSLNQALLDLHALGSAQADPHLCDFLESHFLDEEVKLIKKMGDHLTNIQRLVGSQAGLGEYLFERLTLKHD
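In PBS, apoferritin at 10 uM is loaded with 1-AMA from a 50% saturated solution. After 10 min of compound exposure at ambient temperature, reduced 535 nm fluorescence indicates probe displacement.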
The depositor's hits bear a star; ? = inconclusive; / = no result given; [ ] = another dose, or the depositor's remark. The call rests on the fitted dose curve; in most records, active means well fitted curve in the direction sought with a large enough effect; inconclusive means small, poorly fitted or top-dose-only effect, or another doubt; inactive means no such curve, though single readings can be large; an effect the other way counts as inactive or inconclusive. Potency means the concentration at half of the fitted maximal effect. Not all compounds are listed (hit frequency here may not be typical).

SMILES | POLH inh | BAZ2B block | POLI inh | BLM inh | APEX1 inh | Pol beta inh | Pol kappa inh | G9a inh | Anesthetic bind
O=C(Nc1ccc(Br)cn1)C1CCCN1S(=O)(=O)c1ccccc1 (stereo unspecified) | -19.2% | -8.4% | 17.1% | -1.2% | 1.9% | 26.1% | -1.4% | 40.9%[0.501 µM] | -10.1%
CCOC(=O)CN1C(C(=O)c2ccccc2)=C(OC(=O)C(C)(C)C)c2ccccc2S1(=O)=O | / | -23.8% | -21.4% | -4.8% | / | ? | -9.9% | -8.0%[59 µM] | -5.4%
CC(Sc1nn(-c2ccc(Cl)cc2)c(=S)s1)C(=O)NCC1CCCO1 (stereo unspecified) | -25.6% | 1.3% | 25.4% | / | 8.3% | / | -2.9% | -32.1% | /
Cc1ccc(NC(=S)c2ccc3ccccc3n2)c(C)c1 | -9.0% | 12.6µM* | ? | -1.3% | 16.3% | -8.2% | -6.0% | 8.91µM* | -1.6%
CC(=O)Nc1ccc(OCCOc2ccccc2C(C)=O)cc1 | 4.4% | -1.6% | -26.6% | -1.4% | 40.9% | 33.2% | 3.6% | 29.1% | -5.5%
COc1ccc(C(=O)N2CCN(C(=O)Cc3ccccc3)CC2)cc1 | 2.4% | 12.8% | -17.5% | -5.4% | -1.3% | 0.4% | -3.9% | -38.7% | -3.5%
Cc1cc[n+](-c2nc3ccccc3nc2[N-]S(=O)(=O)c2cccs2)cc1C | -7.1% | -3.1% | -3.1% | 5.6% | 6.0% | -6.8% | -15.1% | 1.0%[59 µM] | -13.6%
C=CCOc1ccccc1CN1CCC(n2nccc2NC(=O)C2CCOC2)CC1 (stereo unspecified) | -19.2% | -2.8% | 13.9% | 2.2% | 0.7% | 52.6% | -6.1% | / | -6.0%
CCOC(=O)C1CCCN(C(=O)c2ccc(OC(C)=O)cc2)C1 (stereo unspecified) | -9.9% | -2.4% | 9.1% | 0.8% | 0.5% | -1.8% | -6.0% | -0.6% | -12.4%
CC1=C(C(=O)OC(C)C)C(c2cccc(F)c2)N2C(=O)C(C)SC2=N1 (stereo unspecified) | -8.9% | -14.9% | -1.0% | 2.6% | 0.7% | -9.9% | -10.2% | -6.3% | -23.5%
Cc1ccc(OCCn2c(=S)[nH]c3ccccc32)c(C(C)C)c1 | -26.5% | ? | 22.8% | -9.6% | -3.5% | 14.6% | -1.3% | / | 8.3%
CC(=O)c1ccc(N2CCN(C(=O)CCS(=O)(=O)c3ccc4c(c3)CCN4C(C)=O)CC2)cc1 | -22.8% | ? | 57.1%[activator] | -1.3% | 13.1% | 9.4% | -1.3% | 8.2% | -7.2%
O=C(N/N=C/c1ccco1)c1cc(-c2ccc3ccccc3c2)n[nH]1 | ? | -10.0% | 0.1% | -5.4% | 13.3% | ? | -3.5% | -39.1%[59 µM] | -7.2%
O=C(COC(=O)c1ccc([N+](=O)[O-])o1)NC12CC3CC(CC(C3)C1)C2 | 79.4µM* | / | ? | / | -33.9% | / | ? | / | /
CCC(=O)N1CCc2cc(S(=O)(=O)NCCC(=O)Nc3ccc(OC)c(Cl)c3)ccc21 | -8.3% | / | 0.5% | 0.4% | / | 13.9% | 3.6% | -2.6%[59 µM] | -18.2%
CCOC(=O)c1ccc(Oc2cc(C)nc(Cl)n2)cc1 | -11.0% | 7.7% | -1.6% | -11.0% | 16.8% | 17.2% | -8.8% | -9.4%[12.7 µM] | 3.6%
O=[N+]([O-])c1cc(-c2cnc3ccccc3n2)ccc1Cl | -9.6% | -20.3% | 0.2% | 2.5% | 4.6% | 0.7% | 2.1% | -3.1% | -4.8%
Cn1nnnc1SCCCNCc1cc(Br)ccc1OCc1ccccc1 | -20.7% | ? | 33.3%[activator] | -1.8% | / | 9.3% | 5.0% | -24.6%[59 µM] | 2.0%
Cc1cc(-c2nnc(CCC(=O)N3CCN(Cc4cccc(F)c4)CC3)o2)c(C)o1 | -1.2% | -3.2% | 36.2%[activator] | -5.9% | 19.5% | 9.3% | 4.6% | 4.2%[0.501 µM] | -14.2%
COc1ccc(CCNCC(O)COc2cccc(Br)c2)cc1OC (stereo unspecified) | -17.1% | 50.1µM* | -4.6% | 2.6% | 9.3% | 10.2% | -9.8% | / | -9.6%
CCCCn1c(N)c(N(CC)C(=O)c2ccccc2C)c(=O)[nH]c1=O | -2.8% | 4.2% | 45.8%[activator] | -2.5% | 25.7%[12.4 µM] | 6.8% | -5.0% | -1.6%[59 µM] | -0.4%
COC(=O)c1ccccc1NC(=O)CSc1nccc(C)n1 | 7.1% | -0.5% | 9.7% | -0.5% | 1.9% | 21.9% | -15.4% | 16.3% | -12.8%
CC(=O)c1c(C)[nH]c(C(=O)COc2cc(C)ccc2C(C)C)c1C | -11.3% | ? | 1.6% | -0.9% | 4.0% | -1.1% | -13.0% | -29.8% | ?
COc1ccc(N(CC(=O)NCCc2ccccc2)C(=O)CCC(=O)Nc2ccccn2)cc1 | -21.6% | 3.1% | 7.7% | 0.5% | 21.6% | 29.9% | 6.7% | 17.8% | -0.1%
COc1cccc(CN2C(=NC(=O)CCC3CCCC3)SC3CS(=O)(=O)CC32)c1 (stereo unspecified) | -11.5% | 6.3% | 21.3% | -2.1% | 46.4% | -2.6% | 0.0% | 13.8% | -12.7%

Part of the list above, reformatted:
Structure,POLH inh,BAZ2B block,POLI inh,BLM inh,APEX1 inh,Pol beta inh,Pol kappa inh,G9a inh,Anesthetic bind
O=C(N/N=C/c1ccco1)c1cc(-c2ccc3ccccc3c2)n[nH]1,?,-10.0%,0.1%,-5.4%,13.3%,?,-3.5%,-39.1%[59 µM],-7.2%
CCOC(=O)C1CCCN(C(=O)c2ccc(OC(C)=O)cc2)C1 (stereo unspecified),-9.9%,-2.4%,9.1%,0.8%,0.5%,-1.8%,-6.0%,-0.6%,-12.4%
COc1ccc(N(CC(=O)NCCc2ccccc2)C(=O)CCC(=O)Nc2ccccn2)cc1,-21.6%,3.1%,7.7%,0.5%,21.6%,29.9%,6.7%,17.8%,-0.1%

2 entries from above, with tabs.
Structure	POLH inh	BAZ2B block	POLI inh	BLM inh	APEX1 inh	Pol beta inh	Pol kappa inh	G9a inh	Anesthetic bind
COc1ccc(N(CC(=O)NCCc2ccccc2)C(=O)CCC(=O)Nc2ccccn2)cc1	-21.6%	3.1%	7.7%	0.5%	21.6%	29.9%	6.7%	17.8%	-0.1%
COc1cccc(CN2C(=NC(=O)CCC3CCCC3)SC3CS(=O)(=O)CC32)c1 (stereo unspecified)	-11.5%	6.3%	21.3%	-2.1%	46.4%	-2.6%	0.0%	13.8%	-12.7%

Next part
SMILES | POLH inh | BAZ2B block | POLI inh | BLM inh | APEX1 inh | Pol beta inh | Pol kappa inh | G9a inh | Anesthetic bind
COc1ccc(CCC(=O)OCC(=O)Nc2ccccc2OC(F)F)cc1OC | -0.6% | 3.7% | 7.8% | -1.7% | -0.8% | 2.2% | -3.6% | 27.3% | -17.6%
c1ccc(CNc2nc(-c3cccnc3)cs2)cc1 | -17.1% | ? | 52.2%[activator] | 1.1% | 1.9% | -13.5% | -7.3% | 50.1µM* | -13.7%
Cc1ccc(S(=O)(=O)N2CCN(C(=O)COC(=O)/C=C/c3ccc([N+](=O)[O-])cc3)CC2)c(C)c1 | 0.1% | / | 5.9% | / | -1.3% | / | -0.5% | / | /
CC(NC(=O)c1ccc(OC2CCN(Cc3ccccn3)CC2)cc1)c1ccccc1 (stereo unspecified) | -6.8% | ? | 67.1%[activator] | -1.4% | 6.6% | 26.3% | 0.8% | ? | -12.2%
COCCCNc1nc2ccccc2nc1NS(=O)(=O)c1ccc(Cl)cc1 | -7.4% | 3.2% | ? | -2.3% | ? | 9.2% | -9.2% | 7.0% | -6.6%
NNC(=O)c1cccc(S(=O)(=O)Nc2cc(Cl)ccc2Cl)c1 | ? | 10.0% | ? | 0.0% | 6.1% | 1.1% | -28.7% | 14.4% | -14.4%
CCCS(=O)(=O)Nc1ccc(N2CCCCC2)c(S(=O)(=O)Nc2ccccc2OC)c1 | -29.9% | -31.4% | -9.8% | / | 5.1% | / | -19.5% | 11.2µM* | /
CCOc1ccc(NC(=O)CN2CCN(CC(=O)Nc3ccc(F)cc3)CC2)cc1 | -18.7% | 1.2% | 2.9% | -0.1% | 2.1% | -1.0% | -12.3% | 2.9%[12.7 µM] | -5.7%
C/C(N)=C(/C#N)C(=O)COC(=O)CCSc1ccccc1Cl | -12.4% | -0.2% | 12.3% | -9.9% | -1.1% | 6.1% | -8.1% | -19.0%[59 µM] | ?
COc1ccc(Oc2ncc3nc(-c4cc(F)cc(F)c4)c(=O)n(CCC#N)c3n2)cc1 | / | / | / | -5.4% | -1.9% | / | -8.1%[60.1 µM] | -0.8%[12.7 µM] | /
S=C1NCCNC(=S)NCCOCCN1 | -0.6% | -12.4% | -12.3% | 0.1% | 15.8% | 17.7% | -1.3% | -4.3% | -1.3%
CCC1CCCCN1C(=O)N[C@@H](Cc1ccccc1)C(=O)O (stereo partly specified) | -10.7% | -5.2% | -11.9%[58.9 µM] | -2.2% | 4.8% | 36.4% | 2.0% | ? | -7.3%
COCCN(C(=O)CNC(=O)c1ccco1)C(C(=O)NC1CCCCC1)c1cccnc1 (stereo unspecified) | -4.3% | 1.9% | 117.0%[activator] | 1.0% | 1.6%[12.4 µM] | 57.3% | -1.5% | 7.8%[59 µM] | -7.9%
Cc1cc2nc(/C(C#N)=C/c3ccncc3)[nH]c2cc1C | 34.3%[activator] | -19.8% | 25.6% | -7.6% | -0.7% | 31.4% | -5.5% | 5.9% | -13.1%
CON | / | / | / | -8.8% | -2.0% | / | -0.8%[60.1 µM] | / | -1.9%
O=C(C(=O)N1CCN(c2ccccc2)CC1)c1cn(CC(=O)N2CCCCCC2)c2ccccc12 | -17.7% | -35.8% | 30.1%[activator] | -6.4% | 2.3% | -2.4% | -0.9% | ? | -15.7%
Cc1ccc(/C=C(\CCC(=O)O)c2nc3ccccc3s2)cc1[N+](=O)[O-] | -10.6% | -11.2% | 4.1% | -3.8% | 1.8% | 3.5% | -15.2% | -8.1%[59 µM] | -13.9%
NC(=O)c1ccc(/C=N/O)nc1 | -11.2% | 31.6µM* | 1.7% | -6.2% | 14.1% | 1.6% | -8.9% | 3.55µM* | -1.0%
Cc1cc(N2C(=O)CC(Cc3ccc(Cl)cc3)C2=O)no1 (stereo unspecified) | -10.8% | -2.0%[57.1 µM] | 13.9% | -2.6% | 0.9% | 0.2% | -1.9% | 9.7% | -6.0%
